HSP90 inh – HSP90 inhibitors, primary screen, cell lysate, luminescence. Heat shock protein HSP 90 (rabbit reticulocyte lysate; luciferase refolding). Rabbit reticulocyte lysate, luciferase refolding luminescence, 3 h. inhibition, % at 5.6 µM. 0.91% of 290,000 active. AID 1789, 2009;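 active = inhibition above the screen-wide mean plus 3 SD, computed separately per campaign, cut at about 16% in these data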;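 also: 0% = DMSO wells and 100% = 60 µM geldanamycin wells; inhibitors lower the luminescence because luciferase stays unfolded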
HSF1 inh – HSF1 inhibitors in luciferase reporter cells, primary screen, cell-based, NIH3T3, luminescence; NIH3T3-HGL HSE-luciferase, MG132-induced, luminescence 8 h; active compounds read low; 0.77% of 300,000 active; activity change, negative = inhibition, % at 7.5 µM (by protocol); AID 2098, 2009;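 active = more than half of replicate wells show activity change below -50%, luminescence cut by over half; inconclusive = some wells, but at most half, below -50%; inactive = no replicate well below -50%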;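 also: luciferase reports HSF-1 transcriptional activity via heat shock element; 0% = median of DMSO wells and -100% = zero luminescence signal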
HIF act – HIF pathway transcriptional activators, primary screen, cell-based, U2OS HRE-luciferase, luminescence. U2OS HRE-luciferase reporter; normalized: DMSO 0%, desferrioxamine 100%. activation, % at 7.5 µM (by protocol). 0.32% of 300,000 active. AID 1910, 2009;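 active = mean activation of at least 10% of the iron chelator positive control signal, with at least half of replicates also reaching 10%; inconclusive = mean and replicate majority disagree about reaching 10%; inactive = mean and most replicates under 10%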
KLF5 inhibitor – KLF5 expression inhibitors, primary screen, DLD-1 cells, luminescence. DLD-1 KLF5 promoter-luciferase reporter. inhibition, % at 5 µM. 0.23% of 290,000 active. AID 1700, 2009;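 active = inhibition above a per-plate limit of that plate's mean compound inhibition plus 3 SD, cut at about 60% in these data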;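 also: 0% = DMSO wells and 100% = LY294002 at 200 µM; higher means less KLF5 promoter-driven luciferase light; inactives centre near -14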
HSF-1 act – HSF-1 activators, primary screen, NIH3T3-HGL cells, MG132 stress, luminescence, single point | NIH3T3-HGL HSF-1 luciferase reporter, 8 h; 100% = twice DMSO control signal | activation, % at 9 µM | 1.7% of 300,000 active | AID 504408, 2011;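 active = mean replicate activation of at least 50% with a set share of replicates each reaching 50%; inconclusive = only one of those two conditions met; inactive = mean below 50% and too few replicates reaching it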;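 also: 0% = median of the neutral control wells and 100% = twice that signal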
HDAC3 inh – HDAC3 deacetylase inhibitors, primary screen, biochemical, fluorescence, cell-free homogeneous; Histone deacetylase 3 (Homo sapiens), O15379; recombinant HDAC3, fluorogenic peptide/trypsin coupled; 0.15% of 320,000 active; inhibition, % at 8.3 µM; in the data active = inhibition above about 26%, passing the limit was not always enough; inconclusive = no clear call, values can overlap the other calls
Target sequence (O15379 whole entry, looked up): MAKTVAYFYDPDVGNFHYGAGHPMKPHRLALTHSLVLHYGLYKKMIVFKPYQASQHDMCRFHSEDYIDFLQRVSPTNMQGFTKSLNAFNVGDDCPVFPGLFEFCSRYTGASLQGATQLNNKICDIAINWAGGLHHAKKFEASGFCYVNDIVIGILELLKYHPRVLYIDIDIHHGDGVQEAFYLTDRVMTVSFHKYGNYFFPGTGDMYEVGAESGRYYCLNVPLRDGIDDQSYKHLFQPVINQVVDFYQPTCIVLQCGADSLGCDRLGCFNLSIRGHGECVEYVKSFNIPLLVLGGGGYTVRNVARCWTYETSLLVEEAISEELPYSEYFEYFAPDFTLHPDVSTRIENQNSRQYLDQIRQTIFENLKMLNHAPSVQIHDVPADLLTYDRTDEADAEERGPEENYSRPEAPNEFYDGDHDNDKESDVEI
Platelet DG rel – inhibitors of platelet dense granule secretion, primary screen, cell-based, MLPCN, human platelets; inhibition, %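 (compounds screened at 7.5 µM in platelet-rich plasma)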; human platelet-rich plasma, SFLLRN dense granule ATP release, luminescence; 0.22% of 300,000 active;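 active = mean replicate score, as percent of positive control, at or above 50; inconclusive = mean below 50 but at least one replicate at or above 50; inactive = mean and every replicate below 50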
IEC-6 tox – cytotoxicity in IEC-6 intestinal epithelial cells, primary screen, cytotoxicity control for KLF5 inhibitor project, cell-based, luminescence | 0.78% of 290,000 active | IEC-6 cytotoxicity, luminescence viability | inhibition, % at 5 µM | AID 1825, 2009; in the data active = inhibition above about 22%;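 also: 0% = plate median of test compound wells and 100% = cytotoxic reference compound wells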
aSyn 5UTR inh – MLPCN primary screen, SNCA 5' untranslated region. alpha-synuclein 5'UTR reporter, inhibitor activity. AID 1813, 2009. inhibition, % (tested at 7.5 µM). 0.82% of 300,000 active; in the data active = inhibition above about 60%; inconclusive = no clear call, values can overlap the other calls;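 also: H4 neuroglioblastoma cells stably carrying SNCA 5'UTR luciferase fusion; 0% = DMSO wells and 100% = positive control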
AI-2 QS mod – Vibrio harveyi AI-2 quorum sensing modulators, primary screen, JMH597 strain, luminescence/OD600 ratio; Vibrio harveyi JMH597 AI-2 luminescence/OD600 ratio, 9 h; active compounds read low; strain lacks LuxN and CqsS sensors; 0 = neutral-control median; activity change, % at 7.5 µM; 0.4% of 300,000 active; AID 2094, 2009; in the data active = activity change below about -75%, passing the limit was not always enough; inconclusive = no clear call, values can overlap the other calls;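 also: luminescence divided by OD600 gain over 9 h not by final OD600 alone; inactives centre near 13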
The depositor's hits bear a star; ? = inconclusive; . = not tested or not shown.

SMILES	HSP90 inh	HSF1 inh	HIF act	KLF5 inhibitor	HSF-1 act	HDAC3 inh	Platelet DG rel	IEC-6 tox	aSyn 5UTR inh	AI-2 QS mod
CCCC(=O)NC(c1ccccc1Cl)c1ccc2cccnc2c1O (stereo not drawn)	15	-45	71*	91*	-42	10	3	98*	68*	.
O=C(CSc1nc(N2CCOCC2)nc(N2CCOCC2)n1)Nc1cccc(C(F)(F)F)c1	1	7	-0.3	-16	14	5	5	3	8	25
COCCn1c(SCC(=O)Nc2cc(C)on2)nnc1C(C)C	2	-3	-0.2	1	-4	3	2	-2	15	13
COC(=O)c1cn(C(=O)c2cccs2)c2ccccc12	4	.	.	-8	.	3	.	-2	.	.
Cc1ccc2c(c1)N(CC(=O)NC1CCCCCC1)C(=O)c1cccnc1O2	1	-5	0.3	-19	13	11	2	-3	-10	16
O=C(c1cc(-c2cccs2)on1)N1CCOCC1	5	5	2.1	-89	10	0	0	7	-169	6
Cc1ccc(-c2cc(C(=O)Nc3c(C)n(C)n(-c4ccccc4)c3=O)no2)cc1	-3	-2	0.2	-38	-11	-6	0	-6	19	17
CCC(=O)c1ccc(OCC(O)CN2CCN(c3ccc(F)cc3)CC2)cc1 (stereo not drawn)	5	?	-0.1	9	-63	2	1	-5	-1	8
Cc1ccc(OC(=S)Nc2ccc(F)cc2)cc1	3	12	1.9	-2	10	11	2	4	-14	25
Cc1nnc(SCC(=O)N/N=C/c2ccc(-c3ccc(C)c(Cl)c3)o2)s1	0	2	0.8	3	16	-1	18	-3	-42	49
COc1ccc(CSc2nnc(N)s2)cc1F	5	-4	2.3	-35	0	5	1	2	-34	-3
Cc1ccc(C(=O)CC2(O)C(=O)N(C)c3ccc(Br)cc32)c(C)c1 (stereo not drawn)	1	0	.	-7	9	7	-9	8	-19	18
CSc1ccccc1NC(=O)c1ccc(N2CC3CC(C2)c2cccc(=O)n2C3)c(NC(=O)c2ccncc2)c1 (stereo not drawn)	-6	5	-0.6	-12	-17	7	0	-4	-20	36
O=C(COc1ccc(Br)cc1)OCCN1CCCCC1	2	4	-1.4	-34	15	-6	3	-7	1	6
COc1cccc(CNC(=O)C2=C(C)C(=O)OC23CCC(C)CC3)c1 (stereo not drawn)	35*	-4	-0.4	-27	-4	4	-6	3	18	10
COc1ccccc1C(=O)Nc1nnc(-c2ccc(F)cc2)s1	-1	19	5.8	0	24	-6	6	9	-132	19
COc1cccc(CC(=O)N2CCC(n3nccc3NC(=O)C3CC3)CC2)c1	-7	-1	0.5	-44	15	-5	2	0	-1	11
O=[N+]([O-])c1cccc(-c2cc3cccc[n+]3cc2-c2cccc([N+](=O)[O-])c2)c1	4	-4	0.2	-3	8	5	-1	1	1	24
COc1cc(OC)cc(C(=O)Nc2cccc(-c3ccc(N4CCOCC4)nn3)c2)c1	.	5	2.6	.	11	-9	15	.	-85	18
Cc1nccn1Cc1ccccc1	-1	3	0.1	-34	20	2	-3	-1	18	9
Cc1occc1C(=O)N1CCCC(Nc2ccc(C(C)C)cc2)C1 (stereo not drawn)	-1	-2	0.2	-24	8	6	-3	-2	-20	14
c1ccc(-c2noc(CSc3nnnn3-c3ccccc3)n2)cc1	-2	12	0.2	-19	33	4	-12	-6	-20	5
O=C(O)CC1(CC(=O)Nc2cccc(C(F)(F)F)c2)CCCC1	5	-2	0.0	-13	6	1	0	4	-10	23
C/C(N)=C(/C#N)C(=O)COC(=O)c1cc(-c2ccccc2)nc2ccc(Br)cc12	0	-5	-0.6	-27	-14	14	1	2	-17	15
O=c1c(Cl)c(O)c2cccc3c4ccccc4n1c23	-2	84	0.3	-11	79*	6	6	6	-64	97
Later entries:
SMILES	HSP90 inh	HSF1 inh	HIF act	KLF5 inhibitor	HSF-1 act	HDAC3 inh	Platelet DG rel	IEC-6 tox	aSyn 5UTR inh	AI-2 QS mod
COc1cccc(CNc2cnc3ccccc3c2)c1O	11	84	2.3	-151	73*	16	4	9	-219	-57
CN(C)c1ccc(/C(=N\O)C(F)(F)F)cc1	-2	-27	-0.1	-20	-37	4	-10	1	-43	-13
CCc1c(C2(O)CCCCC2)[nH]c2c(C(=O)OC)cc(Cl)cc12	-4	-39	0.8	-14	-53	14	-3	-3	11	18
CCOC(=O)c1sc(NC(=O)c2ccc(Cl)s2)cc1C	-3	27	.	-24	42	1	30	2	-196	10
COc1ccc(CNC(=O)CSc2nnc(Cn3nnc4ccccc43)n2C)cc1	-2	-4	-0.3	-2	2	4	-1	-1	7	20
CCOc1ccccc1CN1CCNC(=O)C1CC(=O)NCCC1=CCCCC1 (stereo not drawn)	3	11	0.4	-11	6	4	-4	3	10	-4
Cc1ccc(NC(=S)N2CCN(c3nccc(C(F)(F)F)n3)CC2)c(C)c1	5	-1	-0.5	-24	18	-6	7	3	3	19
CC(=O)N(CCOc1ccccc1)CCOc1ccccc1	.	-2	1.1	.	17	-5	-12	.	-48	21
O=C(CCc1ccccc1)Nc1ncc([N+](=O)[O-])s1	1	29	4.2	-105	47	-4	0	8	-165	6
COc1cc(OC)cc(-c2cc(N3C(=O)Nc4ccccc4N3O)n[nH]2)c1	7	-43	-0.3	-29	-54	-10	3	-8	9	13
CCc1nc(SCC(=O)c2cc(C)ccc2C)n[nH]1	5	-1	-0.1	-3	2	3	0	6	8	27
CCOC(=O)C1CCCN(C(=S)NC2CCCCC2)C1 (stereo not drawn)	5	-5	-1.0	10	1	-9	-31	1	27	-6
Cc1nc2cc(-c3ccccc3)ccc2o1	-4	-3	2.3	-15	17	6	2	-3	-67	2
COC(=O)c1cc(C(=O)OC)n(Cc2ccc(C)cc2)c1C	4	5	0.7	7	16	.	-2	-4	10	17
Cc1ccc(NC(=O)C(=O)NCc2ccc(/C=C(/C#N)C(=O)NCc3cccnc3)o2)cc1	2	-3	0.3	-34	0	12	7	-3	4	23
COC(=O)c1c(C)oc2ccc(N(C(=O)c3ccncc3)S(=O)(=O)c3ccc4ccccc4c3)cc12	3	-2	1.5	-10	4	0	-2	-2	-11	13
CC(C)CC(NC(=O)CC12CC3CC(CC(C3)C1)C2)C(=O)NC1=NCCS1 (stereo not drawn)	1	-4	-0.5	17	5	-1	0	9	14	14
CC(=O)Nc1ccc(NS(=O)(=O)c2ccc(C)cc2)c([N+](=O)[O-])c1	-1	2	0.9	-13	3	2	16	-8	20	43
O=C(CO/N=C/c1ccccc1Cl)N1CCCc2ccccc21	-1	-2	-0.1	3	-11	3	1	-1	8	26
COc1ccccc1C1=Nn2c(COc3ccccc3)nnc2SC1	0	-1	-0.2	-4	22	0	6	4	3	6
c1ccc2c(N3CCCCC3)ncnc2c1	2	-25	0.4	-2	-34	-13	2	5	-4	17
Oc1ccc(N=Nc2ccc3c(c2)OCCO3)c(O)c1	14	6	-0.3	-22	10	1	41	1	62*	1
COc1ccc(C(NC(=O)c2ccco2)c2ccc(OC)c(OC)c2)cc1 (stereo not drawn)	-3	.	.	-26	.	3	.	-10	.	7
O=C(CNS(=O)(=O)c1ccc(F)c(Cl)c1)NCCc1ccccc1	-1	-2	0.0	-16	12	-1	0	-4	-2	6
NS(=O)(=O)c1ccc2nc(NC(=O)CS(=O)(=O)c3ccc(F)cc3)sc2c1	-3	4	0.1	-33	6	5	-6	2	23	32

An excerpt from above in order of molecular weight, lowest first:
SMILES	HSP90 inh	HSF1 inh	HIF act	KLF5 inhibitor	HSF-1 act	HDAC3 inh	Platelet DG rel	IEC-6 tox	aSyn 5UTR inh	AI-2 QS mod
Cc1nc2cc(-c3ccccc3)ccc2o1	-4	-3	2.3	-15	17	6	2	-3	-67	2
c1ccc2c(N3CCCCC3)ncnc2c1	2	-25	0.4	-2	-34	-13	2	5	-4	17
CN(C)c1ccc(/C(=N\O)C(F)(F)F)cc1	-2	-27	-0.1	-20	-37	4	-10	1	-43	-13
Oc1ccc(N=Nc2ccc3c(c2)OCCO3)c(O)c1	14	6	-0.3	-22	10	1	41	1	62*	1
CCOC(=O)C1CCCN(C(=S)NC2CCCCC2)C1 (stereo not drawn)	5	-5	-1.0	10	1	-9	-31	1	27	-6
O=C(CO/N=C/c1ccccc1Cl)N1CCCc2ccccc21	-1	-2	-0.1	3	-11	3	1	-1	8	26
CCc1c(C2(O)CCCCC2)[nH]c2c(C(=O)OC)cc(Cl)cc12	-4	-39	0.8	-14	-53	14	-3	-3	11	18
CC(=O)Nc1ccc(NS(=O)(=O)c2ccc(C)cc2)c([N+](=O)[O-])c1	-1	2	0.9	-13	3	2	16	-8	20	43
COc1cc(OC)cc(-c2cc(N3C(=O)Nc4ccccc4N3O)n[nH]2)c1	7	-43	-0.3	-29	-54	-10	3	-8	9	13
COc1ccc(CNC(=O)CSc2nnc(Cn3nnc4ccccc43)n2C)cc1	-2	-4	-0.3	-2	2	4	-1	-1	7	20

Next section
SMILES	HSP90 inh	HSF1 inh	HIF act	KLF5 inhibitor	HSF-1 act	HDAC3 inh	Platelet DG rel	IEC-6 tox	aSyn 5UTR inh	AI-2 QS mod
COC(=O)Cc1ccc(NC(=S)N2CCN(c3ccc(F)cc3)CC2)cc1	10	3	-0.1	14	12	1	1	8	8	21
Cc1ccc(S(=O)(=O)Nc2ccc3nc(-c4cccn4C)[nH]c3c2)cc1	-5	13	-0.4	-31	12	7	.	0	-13	10
CCOC(=O)C(CC)(CC)C(=O)/C=C/c1ccc(Br)cc1	2	18	0.3	-12	45	5	-30	-6	-92	31
COc1cccc2cc(-c3cc(=O)oc4ccc(O)cc34)oc12	-2	-5	-16	0	7	-5	-4	7	1	25
COc1ccc2oc(C(=O)OCC(=O)Nc3ccc(N4CCOCC4)cc3)c(C)c2c1	.	-1	-0.4	.	9	-4	1	.	-25	18
CCOC(=O)C1CCN(C(c2cc(OC)c(OC)c(OC)c2)c2sc3nc(C)nn3c2O)CC1 (stereo not drawn)	1	0	-0.2	1	-15	.	-4	-1	-1	15
CCOC(=O)C(=O)Nc1ccccc1C(N)=O	-3	2	-0.1	-37	-17	-6	-5	2	-11	14

Source: PubChem
